Bioassay records: PubChem BioAssay, several laboratories
S1P3 antag: S1P3 receptor antagonists, primary screen, cell-based | AID 485, 2006 | CHO S1P3 NFAT-BLA reporter, FRET fluorescence, antagonist mode | hit rate 0.27% among 170,000 | inhibition, % at 4.98 µM | Sphingosine 1-phosphate receptor 3 (Homo sapiens), Q99500;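 active = inhibition above the plate cutoff, the mean inhibition of test wells on that plate plus 3 SD, cut at about 28% in these data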;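 also: cells challenged with S1P at its EC80 of 0.8 µM; blue over green emission ratio from cleaved BLA substrate after 4 h stimulation; 0% = S1P-stimulated wells and 100% = unstimulated DMSO-only wells; some compounds past the cut are filed as inactive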
Target sequence (Q99500 whole entry, looked up): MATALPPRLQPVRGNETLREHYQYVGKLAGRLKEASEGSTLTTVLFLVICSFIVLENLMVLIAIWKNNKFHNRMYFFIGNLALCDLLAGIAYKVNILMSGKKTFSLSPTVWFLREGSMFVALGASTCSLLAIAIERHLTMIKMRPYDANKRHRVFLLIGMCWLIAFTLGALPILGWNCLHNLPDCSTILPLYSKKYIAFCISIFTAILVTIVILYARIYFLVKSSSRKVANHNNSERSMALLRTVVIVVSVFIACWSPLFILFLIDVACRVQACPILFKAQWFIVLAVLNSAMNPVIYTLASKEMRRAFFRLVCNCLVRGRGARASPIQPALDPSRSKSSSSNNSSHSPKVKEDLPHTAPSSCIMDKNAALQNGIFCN
PMI activator: activators of human PMI, primary screen, biochemical, fluorescence intensity, near-Km mannose 6-phosphate; purified human PMI, coupled resazurin fluorescence, 20 min; active compounds read high; 1 = vehicle control, 0 substrate-free wells; activation factor at 20 µM; hit rate 0.005% among 190,000;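 active = activation factor of 2 or more at 20 µM, relative to plate controls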
Target sequence (P34949 whole entry, looked up): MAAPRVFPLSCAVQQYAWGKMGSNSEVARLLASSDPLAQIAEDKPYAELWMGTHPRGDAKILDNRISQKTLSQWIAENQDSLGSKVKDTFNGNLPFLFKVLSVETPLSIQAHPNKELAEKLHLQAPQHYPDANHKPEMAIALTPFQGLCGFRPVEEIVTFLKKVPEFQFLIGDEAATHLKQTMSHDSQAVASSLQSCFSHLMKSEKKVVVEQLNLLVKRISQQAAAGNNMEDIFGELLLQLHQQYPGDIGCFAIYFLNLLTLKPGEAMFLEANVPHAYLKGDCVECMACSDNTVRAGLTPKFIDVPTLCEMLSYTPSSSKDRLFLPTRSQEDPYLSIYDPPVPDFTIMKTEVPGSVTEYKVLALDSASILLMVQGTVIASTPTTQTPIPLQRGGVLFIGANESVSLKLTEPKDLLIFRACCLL
Diaphorase inh: diaphorase inhibitors and chemical oxidizers, primary screen, counter-screen for diaphorase-coupled primary assays, biochemical, uHTS, resorufin fluorescence; diaphorase resazurin-to-resorufin fluorescence, NADH, 16 min; bacterial (C. kluyveri) enzyme, not human; inhibition, % at 20 µM; AID 1217, 2008; hit rate 0.69% among 190,000;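 active = primary screen inhibition at 20 µM above a set limit, cut at about 50% in these data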;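 also: plate controls were DMSO with full reaction for no effect and wells lacking NADH for full effect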
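Assay system: diaphorase enzyme from Clostridium kluyveri; Input: enzyme working solution with 0.14 U/mL diaphorase; Timing: 16 min at room temperature; Technique: resorufin fluorescence, excitation 544 nm, emission 590 nm; Benchmarks: positive control minus NADH, DMSO neutral control.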
L major viab: Leishmania major promastigote growth inhibition, primary screen; inhibition, % at 10 µM; Leishmania major promastigotes, resazurin fluorescence viability; hit rate 9% among 200,000;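 also: promastigotes grown with compound for 44 hours at 28 °C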
Redox H2O2 prof: compounds producing H2O2 with reducing agent – biochemical, NIH compound library profiling, artefact control for MLSCN library redox annotation, primary screen | AID 878, 2007 | activation, % at 10 µM | DTT-dependent redox cycling H2O2, phenol red/HRP absorbance; 100% = 100 µM peroxide control, 0% = buffer | hit rate 0.03% among 200,000;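 active = activation of at least 50% relative to the plate's high and low controls in the primary single-dose screen; inactive = activation below 50%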;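 also: compound incubated with DTT at 0.8 mM final as the reducing agent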
TLR4-MyD88 BLA: inhibitors of TLR4-MyD88 association in cells, primary screen, cell-based, HeLa CL3-4, BLA complementation, FRET ratio | Toll-like receptor 4 (Homo sapiens) + Myeloid differentiation primary response protein … | HeLa CL3-4 TLR4/MyD88 BLA complementation | inhibition, % at 8.4 µM | hit rate 0.18% among 200,000 | AID 861, 2007; in the data active = inhibition above about 25%;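 also: 0% = vehicle and 100% = reference inhibitor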
PMI act hi M6P: human PMI activators, high substrate, primary screen, biochemical, fluorescence intensity, near-saturating mannose 6-phosphate; activation factor at 20 µM; hit rate 0.34% among 190,000; coupled PMI enzyme assay, resazurin fluorescence, 20 min; active compounds read high; 1 = untreated enzyme, 0 = substrate-free blank; AID 1216, 2008;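 active = activation factor of 2 or more at 20 µM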
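Material: human phosphomannose isomerase with PGI, G6PDH, diaphorase coupling enzymes. Quantity: 15 ng/mL PMI. Medium: HEPES pH 7.4 buffer with MgCl2 and Tween-20. Reagent: Near-saturating mannose-6-phosphate, 1.0 mM. Compound: 20 µM single dose. Times: enzyme reaction with compound 20 min at room temperature. Detection: resorufin fluorescence at Ex 544/Em 590 nm.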
G6PDH counter: L. mesenteroides G6PDH inhibitors, counter-screen for G6PDH-coupled screening assays, biochemical, Leuconostoc mesenteroides enzyme; glucose-6-phosphate dehydrogenase [Leuconostoc mesenteroides]; Purified L. mesenteroides G6PDH, diaphorase/resazurin coupled fluorescence, 45 min; inhibition, % at 5 µM; hit rate 0.12% among 200,000; AID 1020, 2008
Diaph act CS: compounds boosting diaphorase resazurin reduction – biochemical, uHTS, resorufin fluorescence, counter-screen for diaphorase-coupled primary assays, primary screen; hit rate 0.005% among 190,000; AID 1229, 2008; Diaphorase/resazurin coupled assay, 16 min; active compounds read high; 1 = vehicle wells, 0 = NADH-free wells; activation factor at 20 µM;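 active = diaphorase activity raised at least twofold by the compound at 20 µM; inactive = activation factor below 2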
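System – purified diaphorase enzyme from Clostridium kluyveri · Input – enzyme 0.07 U/mL final · Also added – final NADH 0.114 mM, resazurin 0.1 mM · Measured by – fluorescence of resorufin, 544 nm excitation, 590 nm emission · Timing – 16 min enzyme reaction, ambient temperature · Measure – resorufin increase flagging diaphorase activators or reducers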
Hsp70 act: Hsp70 transcriptional activators, primary screen, cell-based, HeLa, Hsp70 promoter luciferase, luminescence, 10 µM | HeLa Hsp70 promoter luciferase reporter; scaled: vehicle 0, proteasome-inhibitor control 100% | hit rate 0.04% among 200,000 | activation, % at 10 µM;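 active = activation above the mean across all tested compounds plus 3 SD, cutoff set per campaign, cut at about 5.5% in these data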;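 also: 100% = MG132 at 30 µM as the positive control and 0% = DMSO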
RAM network inh: inhibitors of the yeast RAM network, primary screen, dse1pr::URA3 reporter, 5-FOA selection; inhibition, % at 50 µM; hit rate 1.8% among 190,000; AID 868, 2007; S. cerevisiae dse1pr::URA3 reporter, 5-FOA growth OD615, 2 d; analog-sensitive cbk1-as2 kinase mutant strain;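 active = inhibition above a set limit, 3 SD over mean compound inhibition, cut at about 8.4% in these data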;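 also: 0% = DMSO-only wells with no growth and 100% = 10 µM 1-NA-PP1 full growth; inhibition rescues growth on 5-FOA so higher OD means more RAM inhibition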
The depositor's hits bear a star; x = no result given. Rule as the data show it, unless noted: active = inhibition above about 50%; inactive = the rest.

SMILES	S1P3 antag	PMI activator	Diaphorase inh	L major viab	Redox H2O2 prof	TLR4-MyD88 BLA	PMI act hi M6P	G6PDH counter	Diaph act CS	Hsp70 act	RAM network inh
CCOC(=O)c1cc(-c2ccc(F)cc2)n(CC(=O)NC(C)CC)c1C (stereo not drawn)	-12	1	9	4	-0.5	-16	1	6	0.9	-0.2	0.5
CC/C(=N\NC(=O)CCC(=O)NCc1ccccc1)c1ccc(O)cc1	-13	1.1	0	-6	-1.4	14	1.1	6	1	-0.5	1.0
C/C(=C\c1ccccc1)C(=O)NCCc1ccccc1	-3	0.9	11	-3	-0.8	2	0.9	8	0.9	-0.4	1.0
CC(=O)N1CCc2cc(S(=O)(=O)NC(Cc3ccccc3)C(=O)NC3CCCCCC3)ccc21 (stereo not drawn)	x	0.9	20	2	0.2	1	1	-3	0.8	-0.2	-0.8
CC1CN(C(=O)C2(C)CC2(Br)Br)CC(C)O1 (stereo not drawn)	0	0.9	5	-5	0.0	-4	1	10	1	-0.5	0.8
O=C(COc1nncc2ccccc12)Nc1ccc(F)c(F)c1	-22	1.1	3	-9	-0.1	2	1	5	1	-0.1	1.9
COc1ccccc1CNc1nc2ccccc2n1CCN1CCCCC1	2	1	-5	61*	-0.2	3	1.1	4	1	0.1	1.9
COc1cccc(C2NC(=O)NC(C)=C2C(=O)Nc2ccc(C)cc2)c1OC (stereo not drawn)	8	1	11	-10	1.8	8	0.8	15	0.9	0.1	3.0
CCCNS(=O)(=O)c1ccc(C(=O)NCC2CCCO2)cc1 (stereo not drawn)	-7	1	5	13	3.0	5	1	6	0.9	-0.1	0.6
COc1ccc(-c2nc(-c3ccccc3)nc(N3CCN(C)CC3)c2C#N)cc1	x	0.9	8	20	-7.9	3	1	6	0.9	0.1	1.4
COc1ccccc1/C=N/NC(=O)C(=O)NCc1cccnc1	-2	0.9	1	5	-0.4	-8	0.9	6	1	-0.3	1.0
O=C(Nc1ccc(N2CCN(C(=O)c3ccccc3)CC2)cc1)c1ccc(Br)o1	45	0.9	12	-3	2.9	-5	1	-45	0.9	-0.3	2.7
CC(=O)c1cccc(NC(=O)Nc2ccc(C(=O)N3CCOCC3)cc2)c1	5	1.1	-15	-6	-0.3	-10	1.1	4	1.2	-0.5	0.5
NC(=O)C1(N2CCCCC2)CCN(C(=O)c2ccccc2)CC1	-17	1	8	-10	-0.8	-3	1	-2	0.9	-0.1	0.7
CCOC(=O)c1c(NC(=O)CN2CCCc3ccccc32)sc(C)c1C	1	0.9	17	-1	0.1	18	1	-13	0.8	-0.1	14*
CSc1ccccc1NC(=O)CCc1ccccc1	-9	1	9	-7	0.6	-1	1	-5	0.9	-0.2	2.8
Cc1ccccc1NC(=O)CN1C(=O)NC(C)(CCc2ccccc2)C1=O (stereo not drawn)	-9	1	-6	1	-2.3	0	1	6	1.1	0.1	0.4
CCN1CCN(C(=O)CSc2nc(N)cc(N)n2)CC1	-8	1	13	-10	-0.7	2	1	-2	0.9	-0.1	-0.4
Cn1c(=O)n(Cc2ccccc2)c(=O)c2c1nc1n2CCN1Cc1ccco1	2	1.1	6	0	0.3	-15	1	11	0.9	0.1	0.6
COCCn1c(=S)[nH]c2ccccc21	-10	1	13	-9	-0.1	11	0.9	-2	0.9	-0.2	0.4
Cc1cc(NC(=S)N(Cc2ccc(Cl)cc2)Cc2ccc(C(=O)O)cc2)ccc1Cl	-4	0.9	15	-5	-0.2	-7	0.9	11	0.8	0.4	4.5
COCCN1C(=O)/C(=C/c2ccc(N3CCCC3)cc2)SC1=S	1	1	-3	0	-1.1	9	1	0	1	-0.1	7.6
COc1ccc(/C=N/NC2=NCCCCC2)cc1	x	1.2	9	1	-0.1	-1	1.4	8	0.9	-0.5	1.6
O=C(c1cc(-c2ccc(Cl)cc2Cl)on1)N1CCOCC1	-4	1.1	-3	-5	0.6	0	1.1	10	1	-0.5	2.1
C=C(C)C(=O)Nc1nnc(-c2ccccc2C)s1	-7	x	x	4	0.3	-6	x	20	x	-0.1	2.1

Reprinted from the part before: two entries, then new ones.
SMILES	S1P3 antag	PMI activator	Diaphorase inh	L major viab	Redox H2O2 prof	TLR4-MyD88 BLA	PMI act hi M6P	G6PDH counter	Diaph act CS	Hsp70 act	RAM network inh
O=C(c1cc(-c2ccc(Cl)cc2Cl)on1)N1CCOCC1	-4	1.1	-3	-5	0.6	0	1.1	10	1	-0.5	2.1
C=C(C)C(=O)Nc1nnc(-c2ccccc2C)s1	-7	x	x	4	0.3	-6	x	20	x	-0.1	2.1
COc1ccccc1NC(=O)Nc1ccncc1	-3	1	4	97*	-0.3	-18	1	-1	1	-0.1	1.8
CC1Cc2ccccc2N1S(=O)(=O)c1cnc[nH]1 (stereo not drawn)	-28	1	5	-7	-2.8	1	1	-3	0.9	-0.5	0.6
Cc1nn(C(CC(=O)O)C(=O)O)c(C)c1Br (stereo not drawn)	x	1.2	11	-3	0.7	3	1.1	5	0.9	-0.3	0.0
CC(C)CC(NC(=O)C(CC(C)C)NC(=O)OC(C)(C)C)C(=O)O (stereo not drawn)	6	0.9	8	48	-9.2	8	0.9	33	0.9	-0.2	-1.2
Cc1cc(C(F)(F)F)nc(Nc2nc(C)c3ccccc3n2)n1	9	1	-1	4	-0.3	0	1	-1	1	-0.2	1.9
N#CCSc1nc2ccccc2c2nc3ccccc3n12	-7	1	8	8	0.2	8	1	18	0.9	0.1	1.6
Cc1ccc(NC(=O)Nc2nnc(-c3ccncc3)s2)cc1	4	0.9	8	13	1.0	-3	1	6	0.9	-0.4	2.1
CC(C)N(CCNCc1nnc(-c2ccccc2)o1)C(C)C	-7	1.1	-5	-2	-1.8	5	1.1	12	1.1	-0.1	-0.9
CC(C)(C)c1ccc(C(=O)NC(=S)Nc2ccc(N3CCOCC3)cc2)cc1	-1	1	13	32	-0.2	-10	1	-2	0.9	0.0	3.5
c1ccc(-c2cc(-c3nc4ccccc4[nH]3)c3ccccc3n2)cc1	19	0.9	11	26	0.2	-2	0.9	2	0.9	-0.5	1.9
O=C(N/N=C/c1cccs1)[C@H]1C[C@@H]1c1ccccc1	7	0.9	10	1	-0.5	-15	1	-6	0.9	-0.2	2.0
O=C(Nc1ccc2c(c1)OCCO2)C1CCCN(S(=O)(=O)c2cccc3nsnc23)C1 (stereo not drawn)	x	0.9	17	-4	-0.1	15	0.9	5	0.8	-0.1	3.7
CCCCN1C(=O)c2ccc(C(=O)Nc3ccc(C)c(S(=O)(=O)N(C)C)c3)cc2C1=O	-17	0.9	7	-1	0.3	8	1	-4	0.9	-0.2	3.4
Cc1ccc(C2C(C#N)=C(N)Oc3cc(C)oc(=O)c32)o1 (stereo not drawn)	-1	x	x	100*	0.0	-2	x	7	x	0.0	1.0
O=S(=O)(NCCCN1CCOCC1)c1ccc2ccccc2c1	-14	x	x	91*	0.1	-5	x	14	x	0.1	1.9
O=C(Nc1ccccc1Cl)C1CCCN(S(=O)(=O)c2ccc(F)cc2)C1 (stereo not drawn)	x	0.9	9	-1	0.3	12	1	2	0.9	-0.4	2.4
Cc1cc2cc(CN3C(=O)c4ccccc4C3=O)ccc2[nH]1	19	1.1	8	-7	0.8	-9	1.1	4	0.9	-0.3	2.5
CC(NC(=O)CCc1nnc(-c2ccc(-c3ccccc3)cc2)o1)c1nccs1 (stereo not drawn)	5	x	x	0	0.2	10	x	6	x	-0.3	2.5
Cc1cc(C)nc(NN=C(c2ccccc2)c2ccccc2)n1	7	1.1	6	-6	0.0	-1	1.1	6	0.9	-0.2	0.0
CC(=O)c1c(C)n(-c2ccccc2)c2ccc(OCC(O)CN3CCOCC3)cc12 (stereo not drawn)	5	1	13	6	2.5	-3	1	6	0.9	-0.4	0.4
O=C(COC(=O)c1cc(-c2ccccc2)nc2ccccc12)NCC1CCCO1 (stereo not drawn)	-24	1	22	5	-1.1	8	0.9	-2	0.8	-0.4	1.0
ClC(Cl)(c1nnnn1-c1ccccc1)c1nnnn1-c1ccccc1	-13	0.4	19	50	0.0	-1	0.6	-9	0.8	-0.4	-1.6
COCCNC(=S)NC(=O)c1ccc(C(C)(C)C)cc1	3	0.9	23	5	-0.5	12	0.9	12	0.8	-0.2	-0.7
CCOC(=O)c1ccccc1NC(=O)c1cc(S(=O)(=O)N2CCOCC2)ccc1F	8	0.9	13	-1	2.5	3	0.9	-4	0.9	-0.1	1.2
CCOC(=O)CCCCC(=O)c1[nH]c(=O)[nH]c1CSc1nnc2c3cc(Br)ccc3n(C)c2n1	12	1.3	36	5	-1.6	-4	1.5	2	0.6	-0.1	1.2
Cc1ccc(CNC(=O)C2CCCN(c3nc4ccsc4c(=O)s3)C2)cc1 (stereo not drawn)	-25	1	-4	-4	-1.7	-3	1	-2	1	0.0	2.4
COC(=O)c1cc(NC(=O)CCc2c(C)nc3ncnn3c2C)cc(C(=O)OC)c1	-9	1.1	7	0	1.9	-1	1	1	0.9	-0.2	2.8
Cc1nc(N)sc1C(=O)N/N=C/c1c[nH]c2ccccc12	x	1	-4	7	-0.1	3	1	5	1	-0.4	0.5
Cc1ccccc1NCN1C(=O)C2C3C=CC(C3)C2C1=O (stereo not drawn)	-59	1	15	-2	1.1	-2	0.9	12	0.8	-0.2	3.0
